Compound activity (PubChem)
KB-V1 MDR tox: KB-V1 MDR subline cytotoxicity; 400,000 tested, 3.4% active; KB-V1 MDR cells viability, CellTiter-Glo, 72 h; Potency, µM (highest dose often 46.1 µM), for inactives: at the top dose activity change, negative = cytotoxicity, usual class: cytotoxic; note: potency is the fitted concentration of half-maximal effect; % is set by controls: 0 for no effect and ±100 for the full control effect; nearly all actives have a fitted effect of over 60% in size
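Drug-selected KB-V1 cells, grown in DMEM lacking phenol red with 10% FBS, receive compound titrations; after three days at 37 degrees C, surviving cell ATP is quantified by CellTiter-Glo luminescence and responses normalized and curve-fitted.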
IL-1B inflam inh: inflammasome signaling inhibition, IL-1 beta readout | 360,000 tested, 4.7% active | AID 743279 | activity change, % at 57.5 µM | THP-1 LPS/ATP IL-1B secretion, AlphaLISA, 16 h; active compounds read low; in the data active = activity change below about -50%; inconclusive = mostly about -30% to -49%; note: % is set by controls: 0 for no effect and ±100 for the full control effect
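THP-1 cells pretreated 1 hr with compounds (up to 57.5 uM final), then stimulated with LPS (250 ng/mL final) plus ATP (1.25 mM final); secreted IL-1B measured by AlphaLISA after 16 hr, decreased signal indicating inhibition.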
GLP1R cytotox: cytotoxicity in counter-screen for GLP-1R inverse agonists | HEK293 cAMP-luciferase reporter cells, luminescence, 24 h | Potency, µM (top dose mostly 38.3 µM), without a hit: top-dose activity change, negative = inhibition, actives largely listed as inhibitors | 410,000 tested, 0.13% active;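 note: loss of luciferase light is scored as toxicity; potency is the fitted concentration of half-maximal effect; % is set by controls: 0 for no effect and ±100 for the full control effect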
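Seeding density was 200 cells/uL; after overnight-length (12 h) culture, 23 nL compounds went on for 24 h at 37 °C. Readout used a luciferase detection reagent, luminescence taken after 12 min at room temperature.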
HT1080NT lethal: kills 2HG-producing HT-1080-NT fibrosarcoma cells. Potency, µM (series often up to 46.1 µM), for the others: at the top dose activity, negative = less viability, most hits filed as cytotoxic. HT-1080-NT fibrosarcoma viability, CellTiter-Glo ATP luminescence, 48 h. 360,000 tested, 1.6% active;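 note: NT is the 2HG producing partner of a matched IDH1 knockdown line; potency is the fitted concentration of half-maximal effect; 0% = DMSO-treated cells and -100% = media-only wells without cells; nearly all actives have a fitted effect of over 55% in size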
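Viability by CellTiter-Glo luminescence after 48 h compound exposure at 37C of HT-1080-NT cells (750/well, RPMI, 5% FBS). % activity scaled between DMSO wells and medium-only wells, then curve-fitted and categorized by curve class.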
KB-3-1 cytotox: kills parental KB-3-1 adenocarcinoma cells; 400,000 tested, 1.4% active; Potency, µM (titrated, usually from 46.1 µM), without a hit: at the highest dose activity change, negative = cytotoxic, actives largely listed as cytotoxic; AID 1347075; KB-3-1 viability, CellTiter-Glo ATP luminescence, 72 h; note: potency is the fitted concentration of half-maximal effect; % is set by controls: 0 for no effect and ±100 for the full control effect; nearly all actives have a fitted effect of over 60% in size
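Cytotoxicity in the drug-sensitive parental line KB-3-1 was scored as loss of CellTiter-Glo luminescence following 72 h incubation with compound. Values come from curve fitting of normalized concentration-response data.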
D3 ag: agonists of human D3 dopamine receptor; 410,000 tested, 0.58% active; D3R DiscoveRx beta-arrestin cells, luminescence, 90 min; P35462; max activation, %; in the data active = max activation above about 30%; note: 0% is about no effect; mostly tested at two doses, the higher about 12 µM
Target sequence (P35462 whole entry, looked up): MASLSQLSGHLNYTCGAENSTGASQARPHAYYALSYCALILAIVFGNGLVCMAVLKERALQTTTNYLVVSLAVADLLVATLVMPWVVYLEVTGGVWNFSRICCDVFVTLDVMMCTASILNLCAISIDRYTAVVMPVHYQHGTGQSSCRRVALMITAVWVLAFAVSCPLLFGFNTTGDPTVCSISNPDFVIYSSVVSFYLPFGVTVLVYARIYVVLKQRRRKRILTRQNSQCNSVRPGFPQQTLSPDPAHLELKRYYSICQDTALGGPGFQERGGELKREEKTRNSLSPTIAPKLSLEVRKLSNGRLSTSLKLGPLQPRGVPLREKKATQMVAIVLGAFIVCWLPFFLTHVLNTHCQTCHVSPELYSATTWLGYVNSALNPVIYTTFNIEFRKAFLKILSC
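Cells at 1500/well, incubated overnight, then treated with pinned compounds (dopamine as control) for 90 min at 37 degrees C. DiscoveRx reagent added for 30 - 60 minutes at room temperature; luminescence read.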
MCF10A rerep: induces DNA re-replication in MCF 10a normal breast cells; MCF 10A DNA re-replication, Hoechst nuclear intensity, 48 h; Potency, µM (titrated, usually from 46.1 µM), inactives show at the top dose activity, positive = re-replication, most hits filed as activators; 350,000 tested, 2.9% active; note: potency is the fitted concentration of half-maximal effect; % of control where 0% means no effect; nearly all actives have a fitted effect of over 50% in size
HT1080 IDH1KD tx: HT-1080 IDH1 knockdown cell toxicity (counter line). 360,000 tested, 2% active. HT-1080 IDH1 knockdown viability, ATP luminescence, 48 h. Potency, µM (doses to about 46.1 µM), for inactives: at the top dose activity, negative = toxicity, hits mostly cytotoxic;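 note: potency is the fitted concentration of half-maximal effect; 0% = DMSO wells and -100% = cell-free medium wells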
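HT-1080-IDH1KD cells (IDH1 knocked down), 750/well in RPMI with 5% FBS, treated with compound 48 h at 37 degrees C. Viability by CellTiter-Glo luminescence, normalised to DMSO and no-cell wells; concentration-response curves classed.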
SW480 rereplic: induces DNA re-replication in SW480 colon adenocarcinoma cells. Potency, µM (top dose mostly 46.1 µM), inactives show at the highest dose re-replication activation, actives largely listed as activators. SW480 DNA re-replication, Hoechst DNA content imaging, 48 h. 340,000 tested, 1.8% active; note: potency is the fitted concentration of half-maximal effect; % of control where 0% means no effect; nearly all actives have a fitted effect of over 55% in size
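DNA re-replication was detected as more nuclei of elevated Hoechst intensity after 48 hr exposure to compound (23 nL pinned per well of 250 cells).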
* marks the source's active call; other numbers are inactive results; ? = inconclusive; . = no result given; [ ] = another dose, or the depositor's remark. Unless noted, calls come from the whole dose curve; as a rule, active = well fitted curve in the direction sought with a large enough effect; inconclusive = small, poorly fitted or top-dose-only effect, or another doubt; inactive = no such curve, though single readings can be large; an effect the other way counts as inactive or inconclusive.

1: COC(=O)N/N=C\c1ccc(-c2cc(Cl)c(Cl)cc2Cl)o1
2: CC(C)[C@H](NC(=O)OC(C)(C)C)c1cc(C(=O)NCCO)c(N)s1
3: O=C(NCCc1c[nH]c2ccccc12)/C(=C/c1cccnc1)NC(=O)c1ccccc1
4: COc1cc2c(cc1OC)CN(CC(=O)Nc1ccc(C)cc1)CC2
5: COc1ccc2oc(=O)c(-c3ccccc3C(=O)N3CCOCC3)cc2c1
6: CCC(=O)N1N=C(c2cccs2)CC1c1ccc(C)cc1 (stereo unspecified)
7: CCOC(=O)CNC(=O)N1CCCC(C(=O)c2cc(C)c(OC)c(C)c2)C1 (stereo unspecified)
8: C=C(C)C(=O)N1CC2(CC(c3cccc(NC(=O)CC)c3)=NO2)C[C@H]1C(N)=O (stereo partly specified)
assay / compound,1,2,3,4,5,6,7,8
KB-V1 MDR tox,-8%,4%,-3%,6%,-11%,4%,2%,40%
IL-1B inflam inh,14,-28,31,0,-2,-8,5,0
GLP1R cytotox,-1%[1.53 µM],-4%,0%,10%,-12%,-10%,2%,6%
HT1080NT lethal,-12%,-5%,-2%,-2%[9.24 µM],1%,7%,10%,19%
KB-3-1 cytotox,0%,7%,-15%,1%,1%,-1%,19%,2%
D3 ag,6,-6,0,-40,3,4,-3,-8
MCF10A rerep,?,.,18%,11%,3%,-3%,4%,-1%
HT1080 IDH1KD tx,-27%,8%,-14%,5%,-1%,7%,2%,13%
SW480 rereplic,?,.,2%,0%,-4%,-61%,-1%,-10%

Limited to HT1080 IDH1KD tx, for 5 of the compounds above:
no. | SMILES | HT1080 IDH1KD tx
2 | CC(C)[C@H](NC(=O)OC(C)(C)C)c1cc(C(=O)NCCO)c(N)s1 | 8%
8 | C=C(C)C(=O)N1CC2(CC(c3cccc(NC(=O)CC)c3)=NO2)C[C@H]1C(N)=O (stereo partly specified) | 13%
3 | O=C(NCCc1c[nH]c2ccccc12)/C(=C/c1cccnc1)NC(=O)c1ccccc1 | -14%
4 | COc1cc2c(cc1OC)CN(CC(=O)Nc1ccc(C)cc1)CC2 | 5%
1 | COC(=O)N/N=C\c1ccc(-c2cc(Cl)c(Cl)cc2Cl)o1 | -27%

Continuation:
9: CCOC(=O)C1CCN(C(=O)CN(c2cc(Cl)ccc2OC)S(=O)(=O)c2ccccc2)CC1
10: COc1ccc(S(=O)(=O)N(CC(=O)N2CCCC2)Cc2ccccc2)cc1
11: O=C(CNCc1ccco1)Nc1cc(S(=O)(=O)N2CCOCC2)ccc1N1CCOCC1
12: Cc1nc(NCc2ccco2)c2cn[nH]c2n1
13: CC1CCCCN1c1nnc(NC(=O)c2cc(-c3ccc(Br)cc3)on2)s1 (stereo unspecified)
14: COc1cc(OC)cc(C(=O)NC(=S)N(Cc2ccccc2)C(C)C)c1
15: COc1ccc(OCC(O)CNS(=O)(=O)c2cccs2)cc1 (stereo unspecified)
16: COc1ccc2cc(S(=O)(=O)N3CCCC(C)C3)ccc2c1 (stereo unspecified)
assay / compound,9,10,11,12,13,14,15,16
KB-V1 MDR tox,?,-15%,3%,-26%,-9%,?,-1%,-10%
IL-1B inflam inh,7,-10,-3,28,-16,4,24,?
GLP1R cytotox,6%,-1%,1%,0%,2%,-16%,-9%,-4%
HT1080NT lethal,-2%,18%,4%,-5%,23%,-14%,4%,-27%
KB-3-1 cytotox,9%,14%,?,-4%,-7%,?,-1%,-6%
D3 ag,1,2,-10,15,3,-7,-1,6
MCF10A rerep,8%,3%,-42%,6%,-2%,7%,1%,6%
HT1080 IDH1KD tx,-2%,8%,1%,-16%,-2%,-16%,-1%,-18%
SW480 rereplic,0%,3%[9.22 µM],-14%,-13%,-9%,8%,-6%,-3%

17: CCN(CC(=O)N1CCCCC1)S(=O)(=O)c1ccccc1
18: O=c1cc(CN2CCCC2)c2c(ccc3ccccc32)o1
19: CCCCNC(=O)c1cn(C)c2ccc(S(=O)(=O)N3CC(C)CC(C)C3)cc2c1=O (stereo unspecified)
20: Cc1nn(-c2ccc(F)cc2)c(Cl)c1/C=C/C(=O)OCC(=O)Nc1ccc(F)cc1F
21: COc1ccc(NC(=O)C2Cc3c(-c4cccc(F)c4)ccnc3O2)cc1 (stereo unspecified)
22: CCCCn1c(=O)[nH]c(=O)c2c1nc(-c1ccc([N+](=O)[O-])cc1)n2CC
23: CCn1nc(NC(=O)C(C)C)c2cc3ccc(C)cc3nc21
24: O=C(NCc1ccccc1)C1=C[C@H](C2CCCCC2)C[C@H](OCCCCO)O1
assay / compound,17,18,19,20,21,22,23,24
KB-V1 MDR tox,21%,2%,3%,-2%,?,?,-27%,5%
IL-1B inflam inh,-9,8,-7,4,-10,16,27,-11
GLP1R cytotox,-5%,-1%,-1%,0%,-17%,-1%,47%[activator],-25%
HT1080NT lethal,3%,14%,-1%,0%,-7%,-16%,29%,-4%
KB-3-1 cytotox,7%,0%,?,-1%,?,16%,5%,0%
D3 ag,6,2,-1,1,-11,8,14,-13
MCF10A rerep,1%,.,0%,15µM*,.,15%,?,23%
HT1080 IDH1KD tx,0%,11%,2%,-13%,?,-27%,15%,-8%
SW480 rereplic,-10%,.,-22%,1%,.,-3%,?,4%

Next part, overlapping the part above by 2 compounds.
23: CCn1nc(NC(=O)C(C)C)c2cc3ccc(C)cc3nc21
24: O=C(NCc1ccccc1)C1=C[C@H](C2CCCCC2)C[C@H](OCCCCO)O1
25: COC(=O)c1ccccc1NC(=O)CSc1ccccc1
26: CC(C)C[C@H](NC(=O)NCCc1ccc(Cl)cc1)C(=O)O
27: Cc1ccc(NC(=O)CN(C)C(=O)/C=C/c2cccc(F)c2)cc1
28: CCC1(CC)NC(=S)NC1=S
29: CCN(CC(=O)Nc1ccccc1C(F)(F)F)C(=O)c1cc(S(=O)(=O)N2CCCCCC2)ccc1OC
30: COC(=O)C1CCN(C(=O)COC(=O)c2oc3ccc(OC)cc3c2C)CC1
31: NC(=O)CC(NC(=O)Cc1ccc(Br)cc1)c1ccc(NCc2ccccn2)c([N+](=O)[O-])c1 (stereo unspecified)
32: CN(C)CCCNC(=O)C(=O)NCC(c1cccs1)S(=O)(=O)c1ccc(F)cc1 (stereo unspecified)
assay / compound,23,24,25,26,27,28,29,30,31,32
KB-V1 MDR tox,-27%,5%,-15%,4%,-20%,?,?,-14%,24%,3%
IL-1B inflam inh,27,-11,?,8,0,0,-2,12,-4,-2
GLP1R cytotox,47%[activator],-25%,-9%,3%,1%,?,1%,-22%,-14%,6%
HT1080NT lethal,29%,-4%,12%,9%,0%,1%,2%,-1%,-1%,-9%
KB-3-1 cytotox,5%,0%,6%,?,0%,11%,10%,8%,5%,4%
D3 ag,14,-13,-4,1,-13,3,12,4,-22,-16
MCF10A rerep,?,23%,-2%,9%,3%,-1%,1%,3%,?,12%
HT1080 IDH1KD tx,15%,-8%,8%,2%,-3%,11%,-1%,8%,-3%,-4%
SW480 rereplic,?,4%,-10%,3%,-7%,1%,-5%,0%,0%[9.22 µM],-76%[inhibitor]

33: CCOc1cc(CNCCSc2nnnn2C)cc(Br)c1OCc1ccccc1
34: COc1ccccc1C(=O)Nc1ccc(-c2nc3ccccc3s2)c(C)c1
35: Clc1ccc(Oc2ncnc3oc(-c4ccccc4)cc23)cc1
36: O=C(CCC1CCCN(c2ncccn2)C1)NCc1ccccc1F (stereo unspecified)
37: CCCCN(C(=O)COC(=O)c1ccccc1)c1c(N)n(CCC)c(=O)[nH]c1=O
38: CCn1cnc2c1c(=O)n(CC(=O)O)c(=O)n2Cc1ccccc1
39: O=C(Cc1ccccc1)Nc1ncccn1
40: CC(C)(C)n1ncc2c(=O)n(CC(=O)NCc3ccco3)cnc21
assay / compound,33,34,35,36,37,38,39,40
KB-V1 MDR tox,?,?,6%,0%,6%,-7%,22%,?
IL-1B inflam inh,-56*,.,6,11,-14,5,20,19
GLP1R cytotox,-25%,1%,20%,-20%,9%,15%,0%,-23%
HT1080NT lethal,?,.,8%,8%,-3%,18%,0%,-11%
KB-3-1 cytotox,?,7%,-5%,24%,-9%,4%,10%,?
D3 ag,2,-2,0,-2,9,-6,-16,2
MCF10A rerep,15µM*,.,5.8µM*,2%,0%,-1%,-7%,?
HT1080 IDH1KD tx,?,.,7%,8%,0%,12%,7%,-25%
SW480 rereplic,?,.,0%,4%,-1%,-1%,5%,10%

Look-ups from above:
Result for #40 under IL-1B inflam inh: 19
Result for #38 under KB-3-1 cytotox: 4%
Result for #35 under MCF10A rerep: 5.8µM*
Result for #39 under GLP1R cytotox: 0%
Result for #34 under D3 ag: -2

(more compounds)
41: Cc1cccc(C)c1OCC(O)CN (stereo unspecified)
42: CCS(=O)(=O)c1nnnn1-c1ccccc1S(C)(=O)=O
43: COC(=O)CN1C(=O)C(C)(C)Oc2ccc(C(=O)Nc3cccc(OC)c3)cc21
44: C=CC(=O)Nc1cccc(Nc2nc(N[C@H]3CC[C@H](N(C)C)CC3)nc3c2ncn3C(C)C)c1
45: COc1ccc(N2CCN(c3nc4ccccc4n3CC(=O)c3ccccc3)CC2)cc1
46: COc1ccc(C2=NOC(C(=O)Nc3cccnc3Cl)C2)cc1 (stereo unspecified)
47: Fc1ccc(-c2ncc3ccccn23)cc1
48: CC(C)(C)C(=O)CSc1nnc(Nc2ccccc2)s1
assay / compound,41,42,43,44,45,46,47,48
KB-V1 MDR tox,-3%,-20%,17%,19%,-1%,9%,3%,?
IL-1B inflam inh,-59*,-97*,-15,0,-4,2,-11,-9
GLP1R cytotox,-10%,?,5%,?,-3%,5%,-5%[0.307 µM],9%
HT1080NT lethal,6%,18µM*,-3%,?,3%,9%,33%,5%
KB-3-1 cytotox,7%,-20%,11%,18µM*,-10%,-3%,3%,-7%
D3 ag,0,-11,4,-23,-3,1,2,4
MCF10A rerep,3%,?,0%,?,6%,-1%,1%,-2%
HT1080 IDH1KD tx,11%,13µM*,2%,0.65µM*,3%,10%,12%,-1%
SW480 rereplic,0%,?,-6%,?,-2%,?,2%,-13%
